PP1 counter – PP1-alpha (human) inhibition in PP5 counter-screen; P62136; purified PP1alpha, OMFP fluorescence; inhibition, % at 6.7 µM; 0.9% of 320,000 active;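 active = inhibition above the mean inhibition of all tested compounds plus 3 SD, computed separately for each screening campaign, cut at about 15% in these data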
Target sequence (P62136 whole entry, looked up): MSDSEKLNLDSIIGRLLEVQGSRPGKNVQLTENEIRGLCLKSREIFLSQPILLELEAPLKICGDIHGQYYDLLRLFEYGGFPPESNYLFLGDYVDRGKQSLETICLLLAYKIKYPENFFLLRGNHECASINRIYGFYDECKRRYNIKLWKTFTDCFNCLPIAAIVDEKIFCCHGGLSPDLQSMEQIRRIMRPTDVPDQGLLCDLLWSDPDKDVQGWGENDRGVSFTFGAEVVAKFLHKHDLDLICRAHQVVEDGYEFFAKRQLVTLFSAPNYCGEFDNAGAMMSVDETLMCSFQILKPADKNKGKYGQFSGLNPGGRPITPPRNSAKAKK
core dimer inh – blocks dimerization of HCV core protein; AID 1899; inhibition, % at 5 µM; 0.33% of 300,000 active; TR-FRET GST/Flag-core106 dimerization, 1536-well;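 active = inhibition above the mean of all tested compounds plus 3 SD, set per screening campaign, cut at about 45% in these data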
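Assay system: Tagged HCV core106 pair (GST and Flag) | Buffer or medium: KF-containing HEPES buffer, pH 7.45, DTT, CHAPS, BSA | Also added: Eu donor and XL665 acceptor anti-tag antibodies | Dosing: One concentration, 5 µM, in 0.5% DMSO | Timing: 4 h at 22.5 °C | Technique: TR-FRET 671 and 617 nm emission | Repeats: Singlicate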
CTSL1 counter – counter-screen for PFM18AAP inhibitors: inhibitors of F. hepatica cathepsin L1 | recombinant F. hepatica cathepsin L1, Z-Leu-Arg-MCA fluorescence | inhibition, % at 5.96 µM | 0.49% of 300,000 active;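 active = inhibition above the mean of all tested compounds plus 3 SD, set per screening campaign, cut at about 17% in these data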;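 note: 0% = plate median of test compound wells and 100% = 1 µM Z-Phe-Ala-diazomethylketone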
TPT1 inhibitor – blocks Candida albicans tRNA 2'-phosphotransferase; AID 1962; 0.81% of 300,000 active; inhibition, % at 5 µM; recombinant caTPT1, FP RNA substrate dephosphorylation;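 active = inhibition above the mean of all tested compounds plus 3 SD, set per screening campaign, cut at about 24% in these data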;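 note: plate controls were DMSO alone for no effect and ferristatin control at 100 nM for full effect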
EBNA-1 inhibitor – blocks EBNA-1 binding to DNA; EBNA-1 DNA binding, fluorescence polarization; inhibition, % at 14.8 µM; 0.34% of 300,000 active; AID 1950; in the data active = inhibition above about 28%
PP5 inh – inhibitors of human protein phosphatase 5 (PP5); purified PP5c, OMFP substrate fluorescence; inhibition, % at 6.7 µM; 0.18% of 320,000 active; AID 1987;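 active = inhibition above the campaign's mean inhibition across all tested compounds plus 3 SD, cut at about 9.5% in these data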;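 note: 0% = DMSO only and 100% = 100 µM cantharidin control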
Target sequence (P53041 whole entry, looked up): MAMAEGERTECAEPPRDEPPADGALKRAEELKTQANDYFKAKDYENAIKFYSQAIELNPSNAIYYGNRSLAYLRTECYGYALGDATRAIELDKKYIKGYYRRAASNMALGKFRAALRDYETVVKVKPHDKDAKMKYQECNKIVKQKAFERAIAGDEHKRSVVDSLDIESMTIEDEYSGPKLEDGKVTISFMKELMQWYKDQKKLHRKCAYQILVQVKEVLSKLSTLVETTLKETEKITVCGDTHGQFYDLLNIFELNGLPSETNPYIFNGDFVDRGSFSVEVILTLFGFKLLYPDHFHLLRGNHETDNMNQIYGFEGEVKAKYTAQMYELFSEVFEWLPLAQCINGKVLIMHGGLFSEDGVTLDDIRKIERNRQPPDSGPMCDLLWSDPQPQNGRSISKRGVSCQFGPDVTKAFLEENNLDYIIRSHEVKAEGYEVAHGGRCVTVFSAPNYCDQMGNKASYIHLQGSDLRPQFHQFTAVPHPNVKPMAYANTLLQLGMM
JMJD2C inh – blocks human GASC-1 demethylase activity; Q9H3R0; GST-JMJD2C(1-420) H3K9me3 demethylation, DELFIA europium; inhibition, % at 2.35 µM; 0.069% of 330,000 active; AID 2099;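 active = more than half of a compound's replicate wells show inhibition beyond 50%, single wells judged on their own value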;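 note: signal counts dimethyl H3K9 product captured on neutravidin plate; 0% = median of DMSO wells and 100% = 0.3 times that DMSO median; strong numbers were not always called active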
ZTA DNA inh – blocks Epstein-Barr virus ZTA, an EBNA-1 counter-screen; P03206; ZTA-DNA binding, fluorescence polarization; inhibition, % at 11 µM; 0.15% of 320,000 active; AID 2234; in the data active = inhibition above about 33%
Target sequence (P03206 whole entry, looked up): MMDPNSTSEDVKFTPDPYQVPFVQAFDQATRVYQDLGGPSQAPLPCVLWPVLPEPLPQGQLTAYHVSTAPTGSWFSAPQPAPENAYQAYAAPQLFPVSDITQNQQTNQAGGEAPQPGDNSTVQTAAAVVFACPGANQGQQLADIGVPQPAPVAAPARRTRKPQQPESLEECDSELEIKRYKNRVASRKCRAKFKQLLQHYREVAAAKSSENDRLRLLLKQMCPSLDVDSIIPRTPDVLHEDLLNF
CR mimetic SO – yeast age-related superoxide inhibition as caloric restriction mimetic | superoxide response (% of plate mean), % at 10 µM | S. cerevisiae aged cells, superoxide DHE fluorescence; hits give low values | 0.18% of 330,000 active;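 active = superoxide response under a set limit, about three screen SD below normal, cut at about 65% in these data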;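 note: yeast aged for seven days with compound at 30 °C before DHE staining; 100% = average MFI of all compound-treated wells on the plate with controls excluded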
Numbers without * were called inactive; x = no result given.

SMILES	PP1 counter	core dimer inh	CTSL1 counter	TPT1 inhibitor	EBNA-1 inhibitor	PP5 inh	JMJD2C inh	ZTA DNA inh	CR mimetic SO
CCCCC(c1nnnn1Cc1ccco1)N1CCN(C(=O)c2ccco2)CC1 (centres undefined)	-3.1	-7.1	-0.1	1.9	-10.3	3.5	40.2	-13.8	124.5
CCOC(=O)c1ccc(Oc2c(C)oc3c(CN4CCN(C)CC4)c(O)ccc3c2=O)cc1	0.2	1.1	1.3	-0.3	8.5	1.1	5.6	-0.4	96.6
Fc1ccc(C(c2nnnn2Cc2ccco2)N2CCN(C3CCCCC3)CC2)cc1 (centres undefined)	0.2	-4.9	-0.1	0.4	-0.1	0.3	51.5	0.5	91.8
Cn1nnnc1NCc1ccc(Cl)c(Cl)c1	-3.3	-1.1	0.5	-0.4	1.6	1.1	2.7	5.6	89.0
Cc1cccc(-c2nc(CS(=O)CC(=O)NC(C)CCc3ccccc3)c(C)o2)c1 (centres undefined)	0.5	-5.3	4.3	-3.0	-8.0	3.0	-27.8	4.3	112.4
CN(C)C(=S)SCC(=O)Nc1ccc(Cl)cc1Cl	-1.2	-6.6	-2.7	-1.3	-11.2	1.2	-1.1	-7.4	107.6
CSc1ccc(Cl)c(C(=O)NCCOc2cc(C(C)C)ccc2C)c1	5.4	0.8	0.5	-3.2	9.9	2.3	-8.7	-13.1	81.3
CC(C)Oc1cc(N)c(Cl)cc1Cl	-1.4	-7.8	0.3	-1.1	3.4	4.7	0.6	1.8	101.2
C=CCn1c(C)cc(C(=O)Cn2c(C(C)O)nc3ccccc32)c1C (centres undefined)	-4.5	0.8	3.4	4.7	-6.0	0.7	17.3	13.1	98.0
Cc1nonc1-c1csc(N)n1	-2.3	11.2	3.9	-1.1	9.7	-1.4	6.1	20.5	101.7
CCCCCCCC(=O)Nc1cc(C(=O)NCCC)ccc1N1CCC2(CC1)CC(c1cccc(Br)c1)=NO2	2.3	12.5	-1.9	-2.5	-17.3	1.5	10.2	-1.7	x
COc1ccc(-n2nnnc2-c2cccnc2)cc1	-3.1	0.1	-3.0	-4.2	-12.7	-1.1	-4.3	2.2	92.7
Cc1cc(C(=O)N/N=C/c2cc(Br)ccc2OC(=O)c2ccccc2)n[nH]1	14.4	6.5	4.2	2.5	-2.4	1.0	2.0	17.1	100.0
CCc1nc(CN2CCN(Cc3ccc(F)c(F)c3)C(CCO)C2)c(C)[nH]1 (centres undefined)	-0.7	-0.9	3.3	1.2	9.9	0.7	4.6	6.0	90.0
CCOc1ccc(CSC2=NCCN2)cc1[N+](=O)[O-]	0.3	-3.4	2.9	-4.1	4.8	-0.3	-3.6	-7.5	102.5
COC(=O)C1=NN(C(C)=O)C2(CC(=O)N(c3cccc(C)c3)C2=O)C1 (centres undefined)	2.0	-8.3	-0.6	-2.2	-0.8	3.4	11.3	-3.3	102.0
COc1ccc2[nH]c(=O)c(CN(C(=O)NC3CCCCC3)C3CCCC3)cc2c1	-0.9	5.8	0.3	-1.7	10.1	4.9	2.8	0.4	96.7
CN(c1ccccc1)c1ccc(/C=C(\CCC(=O)O)c2nc3ccccc3s2)cc1[N+](=O)[O-]	26.0*	60.4*	6.0	-0.1	13.2	6.6	15.1	1.3	87.0
CCOC(=O)CC1C(=O)NCCN1C(=O)c1c(Cl)cccc1Cl (centres undefined)	-3.0	-8.8	1.2	0.7	-4.9	2.1	-7.6	-5.2	106.2
CC(=O)N1CCN(C(=O)COC(=O)CNC(=O)c2ccc(C)cc2)CC1	-1.7	x	x	x	x	0.6	1.6	-3.1	85.5
Cn1c(=O)[nH]c(=O)c2c1nc(OC(=O)c1ccccc1)n2CC(O)COc1ccccc1 (centres undefined)	-2.6	-1.8	4.4	1.8	-4.0	-0.3	-5.4	8.3	101.4
O=c1[nH]c2ccccc2cc1CN(Cc1cccnc1)S(=O)(=O)c1ccc(Cl)cc1	1.1	0.9	-1.1	2.0	-7.1	-0.1	11.4	-0.8	65.0*
O=S(=O)(c1cccc(F)c1)N1CCN(C(=S)NCC2CCCO2)CC1 (centres undefined)	-1.5	0.7	-2.9	0.2	0.3	-0.8	-4.6	5.5	94.0
CCOc1ccc2nc(-c3ccc(OC)c(OC)c3)cc(C(=O)O)c2c1	-3.3	2.8	7.6	0.6	-3.8	0.9	-3.1	-8.1	108.8
O=C(C/C=N\OCc1ccc(Cl)cc1Cl)Nc1ccccc1	-3.6	0.3	0.1	-0.9	6.2	3.5	6.0	3.7	98.9
COC(=O)[C@@H]1C[C@@]2(O)[C@H](O)[C@H](O)[C@H](O)C[C@H]2N1Cc1cccc2ccccc12	1.3	0.8	-0.3	-3.2	-6.9	1.4	4.6	-17.3	92.1
COc1ccc(CC(=O)N2CCN(c3ccccn3)CC2)cc1	2.7	-6.6	1.9	-4.7	10.2	-1.3	5.6	9.9	103.7
Cc1cc2cc(CCNC(=O)C3c4ccccc4Oc4ccccc43)c(=O)[nH]c2cc1C	0.2	6.3	2.0	-1.3	5.8	0.1	4.6	-7.3	93.5
CC(C)OP(=O)(c1ccc(N(C)C)cc1)C(O)c1cccnc1 (centres undefined)	3.1	0.8	2.6	1.1	-2.0	-2.0	-2.4	4.8	88.4
NS(=O)(=O)c1ccc2nc(NC(=O)C3CCCO3)sc2c1 (centres undefined)	-1.4	-1.7	5.9	-1.0	-4.6	0.2	2.0	-4.6	107.6

Exported with values under each structure: entries from further up.
Sequence of screens: PP1 counter	core dimer inh	CTSL1 counter	TPT1 inhibitor	EBNA-1 inhibitor	PP5 inh	JMJD2C inh	ZTA DNA inh	CR mimetic SO
> O=c1[nH]c2ccccc2cc1CN(Cc1cccnc1)S(=O)(=O)c1ccc(Cl)cc1
  1.1	0.9	-1.1	2.0	-7.1	-0.1	11.4	-0.8	65.0*
> O=S(=O)(c1cccc(F)c1)N1CCN(C(=S)NCC2CCCO2)CC1 (centres undefined)
  -1.5	0.7	-2.9	0.2	0.3	-0.8	-4.6	5.5	94.0
> CCOc1ccc2nc(-c3ccc(OC)c(OC)c3)cc(C(=O)O)c2c1
  -3.3	2.8	7.6	0.6	-3.8	0.9	-3.1	-8.1	108.8
> O=C(C/C=N\OCc1ccc(Cl)cc1Cl)Nc1ccccc1
  -3.6	0.3	0.1	-0.9	6.2	3.5	6.0	3.7	98.9

Other entries
SMILES	PP1 counter	core dimer inh	CTSL1 counter	TPT1 inhibitor	EBNA-1 inhibitor	PP5 inh	JMJD2C inh	ZTA DNA inh	CR mimetic SO
CCc1c(C)sc(NC(=O)Cn2nc(C)c([N+](=O)[O-])c2C)c1C(N)=O	-3.1	-2.5	0.7	-3.0	0.5	1.5	10.2	1.0	100.2
Cc1cccn2c(=O)nc(SCC(=O)NCCc3ccccc3)nc12	-2.2	-1.9	3.2	-3.9	4.5	-1.0	142.3	-7.8	100.2
CCNC(=S)NNC(=O)Cn1c(=O)c2c(ncn2CCOC)n(Cc2ccccc2)c1=O	0.8	2.6	-1.7	-3.0	-4.2	0.4	-0.3	-11.0	93.5
O=C(CSc1nnc(Cn2nnc(-c3ccccc3)n2)n1-c1ccccc1)Nc1ccc(F)cc1	1.7	3.6	-0.5	1.5	13.2	5.4	9.7	20.1	101.8
O=C(NN=C1CCN(Cc2ccccc2)CC1)c1ccccc1O	-4.5	4.0	1.1	1.8	-2.5	0.5	-14.9	-0.7	100.9
Cc1nc(NC(=O)C(Cl)Cl)sc1C(=O)N(C)C	3.5	-5.6	-3.9	0.7	0.5	1.6	-5.1	5.4	108.1
COc1ccccc1C(=O)NC(=O)COC(=O)Cn1[nH]c(=O)c2ccccc2c1=O	-1.2	3.3	-19.1	-0.9	2.4	-2.2	5.9	8.0	90.9
O=C(c1ccccc1)N1CCN(c2n[nH]c(=O)[nH]c2=O)CC1	-2.2	-4.7	7.6	1.4	-4.7	1.8	-1.9	1.9	88.9
CCOC(=O)/C=C(\C)Sc1cc(=O)oc2ccccc12	-0.1	4.2	-2.6	1.2	2.1	3.0	-22.4	2.9	89.5
COc1ccc(C(C)NC(=O)C23CC4CC(CC(C4)C2)C3)cc1OC (centres undefined)	1.2	-2.4	-4.2	-1.0	5.0	0.8	-31.1	-7.5	92.8
CN(C)c1ccc(NC(=O)CCCc2ccccc2)cc1	-2.2	-18.6	-2.1	-4.0	8.7	2.1	5.3	18.5	103.1
Cn1c(SCc2ccccc2)nc2c1c(=O)[nH]c(=O)n2C	-3.9	1.0	0.4	0.2	4.4	0.3	-1.3	-5.0	104.8
CCOc1cc(-c2noc(N)c2C(=O)OC)cc(OCC)c1OCC	-4.9	-2.9	-1.8	0.6	-18.4	4.1	4.9	-18.3	107.3
CCSc1nc(N)c(C#N)c(-c2ccccc2Cl)c1C#N	1.0	1.4	2.5	3.7	-5.1	4.7	-10.8	7.5	128.0
N#CC(CO)(Cc1ccc(OC(F)F)cc1)c1nc2ccccc2[nH]1 (centres undefined)	6.0	2.6	-0.7	1.7	-2.0	-0.2	-0.1	-18.3	91.0
CCOc1ccccc1CNc1nc2ccccc2n1C	0.2	-3.9	-6.8	-3.8	5.1	1.1	2.7	-4.0	100.5
CS/C(=N\S(=O)(=O)c1cccs1)Nc1ccc(F)c(Cl)c1	0.1	0.9	-4.1	0.6	-11.1	1.3	-6.5	-1.7	117.5
CCn1nc(C(=O)N2CCc3ccccc3C2)c2ccccc2c1=O	1.1	-1.5	5.2	0.2	-0.8	-1.0	-2.8	-14.9	99.1
CCCn1c(=S)[nH]c2cc(C(=O)N3CCN(c4ccccc4OC)CC3)ccc2c1=O	3.5	4.5	-0.7	-1.5	-6.0	-0.3	5.7	8.0	99.0
CCN(CC)C(C(=O)NC1CCCCC1)c1ccc(C)cc1 (centres undefined)	-0.7	-4.6	-2.0	-1.1	0.7	-0.4	-11.4	5.5	91.1
CC(=O)Nc1ccc(Oc2nc(C(F)(F)F)nc3ccccc23)cc1	0.3	5.7	-2.0	0.3	11.3	0.8	0.7	-4.6	101.3
CCOC(=O)NC(NC(=O)OCC)C(=O)c1ccc(F)cc1	7.4	0.1	-2.4	-2.0	9.8	-0.8	0.3	2.7	124.6
O=C(CCc1nnc(-c2ccsc2)o1)N1CCCCC1CCn1ccnc1 (centres undefined)	-6.5	-0.6	-1.4	-5.1	-2.0	1.1	24.2	-6.9	102.9
O=C(Nc1cccnc1Cl)c1ccc(=O)oc1	0.9	3.6	2.1	4.8	-2.5	0.3	28.8	4.9	96.8
Cc1cc(S(=O)(=O)NCc2ccc(N3CCN(C)CC3)cc2)c(C)s1	-1.9	5.4	2.5	2.6	-4.4	1.2	-2.6	6.2	117.3
CCN(CC)C(=O)CSc1nc2cccnc2n1-c1ccccc1OC	-1.3	-6.7	-1.0	-2.8	2.0	-1.4	7.1	-1.3	98.8
O=[N+]([O-])c1ccc(COc2cccc(CNc3ccc(F)cc3)c2)cc1	0.1	4.4	-0.8	-0.5	-0.7	1.8	2.2	-11.9	116.8
C=CCNC(=S)Nc1c(C(=O)OC)[nH]c2cc(OC)ccc12	6.1	4.9	0.7	-0.3	28.5*	0.2	2.2	15.3	106.3
O=C(O)C1CCCCC1C(=O)Nc1cccc(C(=O)N2CCCCC2)c1 (centres undefined)	-0.8	6.2	8.2	2.1	3.0	0.2	-4.3	3.6	91.3
CCn1c(O)c(N=Nc2ccc(Cl)c(C(=O)O)c2)c2ccccc21	0.7	-11.0	4.6	-0.1	9.7	7.6	-2.2	-2.2	163.8
Cc1ccc(S(=O)(=O)N2CCOCC2)cc1C(=O)N1CCCC1	0.4	-1.6	-1.1	0.5	-1.0	-1.3	-0.5	-6.6	98.7

Screening data from PubChem.
